KCNQ1 block: inhibitors of human KCNQ1 potassium channel. P51787. CHO-K1 KCNQ1, FluxOR thallium flux fluorescence; hits give high values. B-score at 10 µM. actives 1.3% (n = 310,000);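 active = compounds whose thallium flux B-score, printed positive for inhibition, exceeds three library SD while starting fluorescence stays within three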;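 note: channel opened by potassium depolarization with thallium stimulus after 20 min compound exposure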
GSK3 alpha inh: human GSK-3 alpha kinase inhibition; P49840; ADP-Glo luminescence, 60 min; inhibition, % at 10 µM; actives 0.1% (n = 320,000); AID 2650;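 in the data active = inhibition above about 50%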;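 note: GST-tagged GSK-3 alpha with peptide substrate and 25 µM ATP; 0% = DMSO neutral wells and 100% = GW8510 positive control wells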
RGS4 act: potentiators or activators of RGS4; HEK293 M3R/inducible RGS4, carbachol calcium flux Fluo4; hits give low values; B-score at 10 µM; actives 0.92% (n = 310,000); AID 463111;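 active = B-score of the integrated calcium signal more than 4 SD below the library mean, with starting fluorescence not abnormally high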;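 note: negative B-score means reduced calcium response which marks RGS4 activation or potentiation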
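Reagent: ECmax carbachol challenge; Test system: M3R-expressing HEK293 line, RGS4 induced by doxycycline; Schedule: overnight RGS4 induction, 30 min dye load 37 °C, 20 min compound RT; Detection: calcium dye Fluo4 fluorescence; Read-out: Agonist-evoked peak-minus-minimum fluorescence over baseline, integrated ratio, B score.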
DYRK1A inh: Dyrk1A (rat) kinase inhibition. Q63470. ADP-Glo luminescence, NFATc1 peptide. inhibition, % at 12.5 µM. actives 0.43% (n = 310,000); in the data active = inhibition above about 50%;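 note: plate controls were vehicle with enzyme for no effect and no enzyme for full effect; many of its hits are not listed in these tables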
hERG protect: compounds protecting human hERG from proarrhythmic drug block | AID 1511 | Q12809 | activation (rescue from dofetilide block), less the hit threshold, % at 10 µM | CHO-hERG, FluxOR thallium flux, dofetilide IC70 present | actives 0.51% (n = 310,000);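 active = activation above the mean of controls blocked by dofetilide plus 5 SD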;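 note: thallium influx through hERG after potassium depolarization seen as dye fluorescence rise; in these data hits start at about 4.7%; inactives centre near -7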
PolyA inhibitor: blocks polyadenylation in yeast reporter cells. S. cerevisiae SKY197-pL101 polyadenylation reporter, beta-gal luminescence; efflux-impaired pdr1/pdr3 knockout yeast; score 100 = 6 SD above DMSO. calls only at 12 µM. actives 0.02% (n = 300,000). AID 1875;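 active = lowest replicate activity score at least 50, where 100 means six control SD above control mean; inconclusive = lowest score under 50 but half or more replicates reach 50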;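 note: yeast exposed to compound for 9 h at 30 °C; higher score means more reporter readthrough which indicates perturbed polyadenylation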
HDAC3 inh: blocks human histone deacetylase 3 | O15379 | recombinant HDAC3, fluorogenic peptide/trypsin coupled, fluorescence | inhibition, % at 8.3 µM | actives 0.15% (n = 320,000); in the data active = inhibition above about 26%, passing the limit was not always enough; inconclusive = no clear call, values can overlap the other calls
GSK3beta inhib: blocks human GSK3beta kinase activity; actives 0.038% (n = 300,000); activity score (negative = inhibition), % at 10 µM; GST-GSK3beta kinase, ADP-Glo luminescence, 60 min; hits give low values;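 active = more than half of replicate wells score below -50%, meaning over 50% inhibition versus plate controls; inconclusive = some replicates but at most half score below -50%; inactive = no replicate scores below -50%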;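 note: 0% = median DMSO wells and -100% = median GW8510 positive control wells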
Target sequence (P49841 whole entry, looked up): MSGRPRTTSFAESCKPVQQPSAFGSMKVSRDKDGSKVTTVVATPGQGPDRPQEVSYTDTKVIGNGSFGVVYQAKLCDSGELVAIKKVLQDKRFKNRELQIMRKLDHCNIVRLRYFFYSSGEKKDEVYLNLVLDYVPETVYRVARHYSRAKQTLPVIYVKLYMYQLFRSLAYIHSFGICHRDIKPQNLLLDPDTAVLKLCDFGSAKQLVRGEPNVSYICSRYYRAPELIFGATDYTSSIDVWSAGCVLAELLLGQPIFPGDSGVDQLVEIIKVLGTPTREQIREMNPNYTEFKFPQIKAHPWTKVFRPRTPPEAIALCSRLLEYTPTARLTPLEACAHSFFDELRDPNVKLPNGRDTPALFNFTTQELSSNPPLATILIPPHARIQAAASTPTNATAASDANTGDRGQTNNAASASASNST
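Test system: GST-fused GSK3beta enzyme, cell-free | Quantity: 1.6 ng GST-GSK3beta enzyme per well | Reagent: 25 µM ATP with peptide substrate | Schedule: 60 min enzyme reaction, room temperature | Signal: Luminescent ADP-Glo measurement of ADP formed | Read-out basis: Score relative to plate controls | Control set: DMSO and 20 µM GW8510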
KCNK9 inh: human KCNK9 channel inhibition; B-score at 10 µM; Q9NPC2; actives 1.2% (n = 310,000); HEK293 KCNK9, FluxOR thallium flux fluorescence; hits give low values;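 active = ratio B-score over 3 SD below the library mean, with starting fluorescence within 5 SD of its mean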;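 note: negative B-score means less thallium flux so channel inhibition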
KCNQ1 act: potentiates or activates the human KCNQ1 potassium channel | P51787 | CHO-K1 KCNQ1, thallium flux FluxOR fluorescence; hits give high values | B-score at 10 µM | actives 0.35% (n = 310,000);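 active = fluorescence ratio B-score, a plate-corrected score, at least three library SD, with initial intensity B-score within 5 SD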
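Schedule – 37 °C overnight plating, 90-min dark dye load, 20-min compound pretreatment · System – stable KCNQ1 CHO-K1 line · Probe or stimulus – thallium- and potassium-containing depolarizing buffer · Measured by – kinetic FluxOR fluorescence, 10 s baseline plus 110 s post-stimulus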
KCNK3 block: human KCNK3 channel inhibition, primary screen | B-score at 10 µM | CHO-KCNK3 thallium flux, FluxOR fluorescence; hits give low values | actives 0.84% (n = 340,000);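 active = B-score under library mean minus 4 SD, starting fluorescence ratio at most library mean plus 5 SD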;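 note: more negative B-score means stronger inhibition of thallium flux through KCNK3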
Target sequence (O14649 whole entry, looked up): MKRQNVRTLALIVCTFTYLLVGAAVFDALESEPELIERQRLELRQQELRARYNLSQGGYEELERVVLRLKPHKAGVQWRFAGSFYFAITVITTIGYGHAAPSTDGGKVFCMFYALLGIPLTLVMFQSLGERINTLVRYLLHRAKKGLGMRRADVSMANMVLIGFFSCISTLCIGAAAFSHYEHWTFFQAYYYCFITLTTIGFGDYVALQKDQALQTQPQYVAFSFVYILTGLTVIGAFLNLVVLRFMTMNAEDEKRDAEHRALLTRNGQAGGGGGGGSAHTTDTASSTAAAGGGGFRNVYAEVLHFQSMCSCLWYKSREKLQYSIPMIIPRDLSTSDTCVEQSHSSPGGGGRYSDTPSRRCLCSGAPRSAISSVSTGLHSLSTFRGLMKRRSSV
An asterisk follows results filed as active. A portion of the library; the hit share may differ from the screen's.

How did O=C(CCc1c[nH]c2ccccc12)NC(Cc1ccccc1)C(=O)O (configuration not stated) do in these assays?
KCNQ1 block: inactive; GSK3 alpha inh: -6; RGS4 act: inactive; DYRK1A inh: 0; hERG protect: -4; PolyA inhibitor: inactive; HDAC3 inh: 7; GSK3beta inhib: 5; KCNK9 inh: inactive; KCNQ1 act: inactive; KCNK3 block: inactive

What do the screens show for `Cc1ccc(-c2nc(C#N)c(NCCCn3ccnc3)o2)cc1`?
KCNQ1 block: inactive; GSK3 alpha inh: 1; RGS4 act: inactive; DYRK1A inh: -7; hERG protect: -14; PolyA inhibitor: inactive; HDAC3 inh: -8; GSK3beta inhib: 5; KCNK9 inh: inactive; KCNQ1 act: inactive; KCNK3 block: inactive

Results for COc1cc2c(cc1OC)CN(c1ccc([N+](=O)[O-])cc1C#N)CC2 ?
KCNQ1 block: inactive; GSK3 alpha inh: 6; RGS4 act: inactive; DYRK1A inh: 4; hERG protect: -7; PolyA inhibitor: inactive; HDAC3 inh: 0; GSK3beta inhib: -3; KCNK9 inh: inactive; KCNQ1 act: inactive; KCNK3 block: inactive

Results for CC(/C=N/Nc1nnc(C)c(=O)[nH]1)=C\c1ccccc1 ?
KCNQ1 block: inactive; GSK3 alpha inh: -1; RGS4 act: inactive; DYRK1A inh: 32; hERG protect: -5; PolyA inhibitor: inactive; HDAC3 inh: 10; GSK3beta inhib: -3; KCNK9 inh: inactive; KCNQ1 act: inactive; KCNK3 block: inactive

How did COc1ccc(/C=N/NC(=O)CSc2nnc(C)n2-c2ccccc2)c(OC)c1OC do in these assays?
KCNQ1 block: inactive; GSK3 alpha inh: -2; RGS4 act: inactive; DYRK1A inh: 2; hERG protect: -12; PolyA inhibitor: inactive; HDAC3 inh: 1; GSK3beta inhib: 1; KCNK9 inh: inactive; KCNQ1 act: inactive; KCNK3 block: inactive

What do the screens show for `OCC[C@@H]1C[C@@H](O)[C@H](O)[C@@]2(Cc3ccccc3CO2)O1`?
KCNQ1 block: inactive; GSK3 alpha inh: -6; RGS4 act: inactive; DYRK1A inh: -4; hERG protect: -10; PolyA inhibitor: inactive; HDAC3 inh: inconclusive; GSK3beta inhib: -6; KCNK9 inh: inactive; KCNQ1 act: inactive; KCNK3 block: inactive

How did c1ccc(CCCN2CCN(c3ccccn3)CC2)cc1 do in these assays?
KCNQ1 block: inactive; GSK3 alpha inh: -3; RGS4 act: inactive; DYRK1A inh: -5; hERG protect: -7; PolyA inhibitor: inactive; HDAC3 inh: 1; GSK3beta inhib: 2; KCNK9 inh: inactive; KCNQ1 act: inactive; KCNK3 block: inactive

How did N#C/C(=C/c1ccc(-c2ccccc2[N+](=O)[O-])o1)C(N)=O do in these assays?
KCNQ1 block: inactive; GSK3 alpha inh: 7; RGS4 act: inactive; DYRK1A inh: 3; hERG protect: -4; PolyA inhibitor: inactive; HDAC3 inh: 12; GSK3beta inhib: 3; KCNK9 inh: inactive; KCNQ1 act: inactive; KCNK3 block: inactive

What do the screens show for `COC(=O)c1cc(C)[nH]c2c(C)cc3nc4ccccc4c3c12`?
KCNQ1 block: inactive; GSK3 alpha inh: -1; RGS4 act: inactive; DYRK1A inh: 35; hERG protect: -19; PolyA inhibitor: inactive; HDAC3 inh: 18; GSK3beta inhib: 0; KCNK9 inh: inactive; KCNQ1 act: inactive; KCNK3 block: inactive

What do the screens show for `CCc1oc2ccccc2c1C(=O)CCN1CCCCC1`?
KCNQ1 block: inactive; GSK3 alpha inh: 0; RGS4 act: inactive; DYRK1A inh: -11; hERG protect: -12; PolyA inhibitor: inactive; HDAC3 inh: -2; GSK3beta inhib: -2; KCNK9 inh: inactive; KCNQ1 act: inactive; KCNK3 block: inactive

How did COc1ccc(N2CCN(C(=O)CN(C)S(=O)(=O)c3cc(C)ccc3OC)CC2)cc1 do in these assays?
KCNQ1 block: inactive; GSK3 alpha inh: -4; RGS4 act: inactive; DYRK1A inh: -7; hERG protect: -11; PolyA inhibitor: inactive; HDAC3 inh: -10; GSK3beta inhib: 1; KCNK9 inh: inactive; KCNQ1 act: inactive; KCNK3 block: inactive

What do the screens show for `CCN(Cc1ccccc1)C(=O)Cc1ccc(OC)c(S(=O)(=O)N2CCOCC2)c1`?
KCNQ1 block: inactive; GSK3 alpha inh: 0; RGS4 act: inactive; DYRK1A inh: 3; hERG protect: -7; PolyA inhibitor: inactive; HDAC3 inh: 1; GSK3beta inhib: 0; KCNK9 inh: inactive; KCNQ1 act: inactive; KCNK3 block: inactive

What do the screens show for `O=C(COC(=O)/C=C/c1cccs1)Nc1cccc(S(=O)(=O)N2CCCC2)c1`?
KCNQ1 block: inactive; GSK3 alpha inh: -1; RGS4 act: inactive; DYRK1A inh: 1; hERG protect: -3; PolyA inhibitor: inactive; HDAC3 inh: 7; GSK3beta inhib: 0; KCNK9 inh: inactive; KCNQ1 act: inactive; KCNK3 block: inactive

How did O=C1C=C(O)CC(c2cccs2)C1 (configuration not stated) do in these assays?
KCNQ1 block: inactive; GSK3 alpha inh: 4; RGS4 act: inactive; DYRK1A inh: 6; hERG protect: -9; HDAC3 inh: -2; GSK3beta inhib: 2; KCNK9 inh: inactive; KCNQ1 act: inactive; KCNK3 block: inactive

Results for CCn1cc(S(=O)(=O)NC2CCCCC2)cn1 ?
KCNQ1 block: inactive; GSK3 alpha inh: -4; RGS4 act: inactive; DYRK1A inh: 2; hERG protect: -8; PolyA inhibitor: inactive; HDAC3 inh: 5; GSK3beta inhib: -4; KCNK9 inh: inactive; KCNQ1 act: inactive; KCNK3 block: inactive

How did O=C(NNC(=O)C1CC(=O)N(Cc2ccccc2)C1)c1ccc(F)cc1 (configuration not stated) do in these assays?
KCNQ1 block: inactive; GSK3 alpha inh: -3; RGS4 act: inactive; DYRK1A inh: -9; hERG protect: -19; PolyA inhibitor: inactive; HDAC3 inh: -5; GSK3beta inhib: 10; KCNK9 inh: inactive; KCNQ1 act: inactive; KCNK3 block: inactive

How did CCc1n[nH]c2c1C(=O)CC(C)(C)C2 do in these assays?
KCNQ1 block: inactive; GSK3 alpha inh: 4; RGS4 act: inactive; DYRK1A inh: 3; hERG protect: -7; PolyA inhibitor: inactive; HDAC3 inh: 1; GSK3beta inhib: -1; KCNK9 inh: inactive; KCNQ1 act: inactive; KCNK3 block: inactive

How did CCc1ccc(/C=C2\SC(N3CCOCC3)=NC2=O)cc1 do in these assays?
KCNQ1 block: inactive; GSK3 alpha inh: 1; RGS4 act: inactive; DYRK1A inh: 3; hERG protect: -1; PolyA inhibitor: inactive; HDAC3 inh: 0; GSK3beta inhib: 0; KCNK9 inh: inactive; KCNQ1 act: inactive; KCNK3 block: inactive

What do the screens show for `Cc1ccc(S(=O)(=O)N(CC(=O)NN=C2CCN(C)CC2)c2ccc(F)cc2)cc1`?
KCNQ1 block: inactive; GSK3 alpha inh: 3; RGS4 act: inactive; DYRK1A inh: -6; hERG protect: 2; PolyA inhibitor: inactive; HDAC3 inh: 3; GSK3beta inhib: 3; KCNK9 inh: inactive; KCNQ1 act: inactive; KCNK3 block: inactive

Results for Cc1ccc(S(=O)(=O)CC(=O)Nc2nnc(C(C)C)s2)cc1 ?
KCNQ1 block: inactive; GSK3 alpha inh: 0; RGS4 act: inactive; DYRK1A inh: -1; hERG protect: -7; PolyA inhibitor: inactive; HDAC3 inh: 3; GSK3beta inhib: -1; KCNK9 inh: inactive; KCNQ1 act: inactive; KCNK3 block: inactive

Results for CCOC(=O)C1(Cc2ccccc2)CCN(Cc2nccn2CC)CC1 ?
KCNQ1 block: inactive; GSK3 alpha inh: 0; RGS4 act: inactive; DYRK1A inh: 0; hERG protect: -4; PolyA inhibitor: inactive; HDAC3 inh: -1; GSK3beta inhib: -1; KCNK9 inh: inactive; KCNQ1 act: inactive; KCNK3 block: inactive

How did Cc1ccc(C(=O)NCC(=O)N2CCCC(C(F)(F)F)C2)s1 (configuration not stated) do in these assays?
KCNQ1 block: inactive; GSK3 alpha inh: -1; RGS4 act: inactive; DYRK1A inh: 11; hERG protect: -7; PolyA inhibitor: inactive; HDAC3 inh: 7; GSK3beta inhib: -3; KCNK9 inh: inactive; KCNQ1 act: inactive; KCNK3 block: inactive

Results for COc1ccc2c(c1)c1nc3ccccc3nc1n2CCCN1C(=O)c2ccccc2C1=O ?
KCNQ1 block: inactive; GSK3 alpha inh: -3; RGS4 act: inactive; DYRK1A inh: -5; hERG protect: -4; PolyA inhibitor: inactive; HDAC3 inh: 3; GSK3beta inhib: -5; KCNK9 inh: inactive; KCNQ1 act: inactive; KCNK3 block: inactive

Results for COc1ccc(C2NN=C(c3ccc(C)cc3)S2)cc1OC (configuration not stated) ?
KCNQ1 block: inactive; GSK3 alpha inh: 0; RGS4 act: inactive; DYRK1A inh: -3; hERG protect: -7; PolyA inhibitor: inactive; HDAC3 inh: -8; GSK3beta inhib: -2; KCNK9 inh: inactive; KCNQ1 act: inactive; KCNK3 block: inactive

Results for Cc1nc2ccccc2n1CC(=O)NC1CCCC1 ?
KCNQ1 block: inactive; GSK3 alpha inh: 4; RGS4 act: inactive; DYRK1A inh: 1; hERG protect: -8; PolyA inhibitor: inactive; HDAC3 inh: -8; GSK3beta inhib: -2; KCNK9 inh: inactive; KCNQ1 act: inactive; KCNK3 block: inactive

How did CC(C)Oc1ccc(CCC(=O)N/N=C/c2ccncc2)cc1 do in these assays?
KCNQ1 block: inactive; GSK3 alpha inh: -3; RGS4 act: inactive; hERG protect: -11; PolyA inhibitor: inactive; HDAC3 inh: -8; GSK3beta inhib: 1; KCNK9 inh: inactive; KCNQ1 act: inactive; KCNK3 block: inactive

What do the screens show for `CCN1CCN(c2ccc(S(=O)(=O)N3CCOCC3)cc2NC(=O)c2ccc(C)c(C)c2)CC1`?
KCNQ1 block: inactive; GSK3 alpha inh: -2; RGS4 act: inactive; DYRK1A inh: 6; hERG protect: -14; PolyA inhibitor: inactive; HDAC3 inh: 4; GSK3beta inhib: 2; KCNK9 inh: inactive; KCNQ1 act: inactive; KCNK3 block: inactive

How did COC(=O)c1c(NC(=O)C(=O)NCCCN2CCOCC2)sc2c1CCCC2 do in these assays?
KCNQ1 block: inactive; GSK3 alpha inh: 8; RGS4 act: inactive; DYRK1A inh: 15; hERG protect: -12; PolyA inhibitor: inactive; HDAC3 inh: -2; GSK3beta inhib: -2; KCNK9 inh: inactive; KCNQ1 act: inactive; KCNK3 block: inactive
